Screens as filed in PubChem.
esBAF inh = blocks esBAF chromatin remodeling in mouse ES cells; reporter increase, % at 12.5 µM; Bmi1-luciferase knock-in reporter, 24 h; 100% = twice the neutral-well signal; 350,000 compounds, 2% hits; in the data active means activation above about 40%;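 further: 0% = median of the plate's neutral control wells and 100% = double that signal; a rise in the Bmi1 reporter signal indicates esBAF inhibition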
ERAP1 HTS inh = inhibitors of human ERAP1 aminopeptidase | Q9NZ08 | inhibition, % at 10.7 µM | 340,000 compounds, 0.15% hits | recombinant ERAP1, Leu-AMC fluorescence, 60 min;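 active means mean replicate inhibition of at least 30%, or all replicates individually reaching that 30% level; inactive means mean below 30% and not every replicate reaching it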;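 further: 0% = neutral control wells and 100% = L-leucinethiol positive control wells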
Target sequence (Q9NZ08 whole entry, looked up): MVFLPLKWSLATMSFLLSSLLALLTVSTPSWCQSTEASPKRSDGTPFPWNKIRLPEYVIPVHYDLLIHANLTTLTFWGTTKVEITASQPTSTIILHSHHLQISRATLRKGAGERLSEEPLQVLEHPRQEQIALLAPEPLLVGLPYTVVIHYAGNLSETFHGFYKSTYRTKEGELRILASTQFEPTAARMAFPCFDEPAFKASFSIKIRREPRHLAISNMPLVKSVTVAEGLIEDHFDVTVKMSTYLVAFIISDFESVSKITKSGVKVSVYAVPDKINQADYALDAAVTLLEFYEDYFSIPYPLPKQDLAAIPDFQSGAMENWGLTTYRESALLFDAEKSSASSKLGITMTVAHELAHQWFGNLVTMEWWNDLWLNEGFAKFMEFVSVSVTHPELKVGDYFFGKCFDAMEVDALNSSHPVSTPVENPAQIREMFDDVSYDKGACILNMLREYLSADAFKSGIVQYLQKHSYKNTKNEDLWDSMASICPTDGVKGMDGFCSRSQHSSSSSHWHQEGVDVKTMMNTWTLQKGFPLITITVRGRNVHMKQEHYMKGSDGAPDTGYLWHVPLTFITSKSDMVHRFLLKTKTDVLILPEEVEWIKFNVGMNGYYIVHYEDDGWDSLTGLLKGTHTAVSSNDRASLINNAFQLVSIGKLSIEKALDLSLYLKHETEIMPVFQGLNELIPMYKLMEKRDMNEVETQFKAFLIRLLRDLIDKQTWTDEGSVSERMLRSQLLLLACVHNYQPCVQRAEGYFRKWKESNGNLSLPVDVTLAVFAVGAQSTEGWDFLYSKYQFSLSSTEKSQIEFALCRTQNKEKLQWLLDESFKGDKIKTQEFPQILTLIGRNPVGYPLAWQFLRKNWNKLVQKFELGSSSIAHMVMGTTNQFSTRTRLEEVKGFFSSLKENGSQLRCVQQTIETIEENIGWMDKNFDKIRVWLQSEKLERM
CFTR F508del cor = CFTR F508del correction in bronchial cells; activity (quench increase), % at 7.58 µM; AID 720511; 350,000 compounds, 0.36% hits; CFBE cells, YFP halide quenching; stimulated with forskolin plus potentiator P3; % fluorescence drop versus neutral controls;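 active means mean added fluorescence quench of at least 8% versus neutral control, with both replicates also reaching 8%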;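 further: cells transiently co-express mutant CFTR-F508del with the halide-sensitive YFP; corrector assay measuring rescue of mutant channel to the surface after 24 h compound exposure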
INS-1E GSIS act = primary screen for activators of insulin secretion dependent on glucose, INS-1E cells, GLuc reporter luminescence. INS-1E GLuc reporter insulin secretion, 2-3 h. activation, % at 16.6 µM. 370,000 compounds, 0.61% hits;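 active means lowest replicate activation of at least 40%, so every replicate reaches that level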;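 further: 0% = median of neutral control wells and 100% = median of IBMX positive control wells; some compounds called inactive have numbers as strong as hits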
ARNT TACC3 PPI = disrupts binding between human ARNT and TACC3; AlphaScreen His-ARNT PAS-B/GST-TACC3 binding, luminescence; TACC3 fragment carries E629A point mutation; inhibition, % at 9.99 µM; 390,000 compounds, 0.66% hits; AID 623870;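 active means mean inhibition of replicates at least 50% and at least half of replicates each reaching 50%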;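 further: 0% = complete ARNT plus TACC3 wells and 100% = ARNT alone without TACC3; many hits fall short of the cut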
RAD52 anneal inh = inhibitors of human RAD52 DNA annealing; P43351; recombinant RAD52 DNA annealing, FRET fluorescence; inhibition, % at 18.7 µM; 360,000 compounds, 0.46% hits;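 active means every replicate showing at least 50% inhibition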
RAD54 branch = RAD54 (human) branch migration inhibition | RAD54 Holliday junction branch migration, FAM/BHQ fluorescence | Q92698 | 360,000 compounds, 0.14% hits | AID 602329 | inhibition, % at 10.4 µM;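 active means mean normalized replicate activity at least 40 and at least half of replicates scoring 40 or more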;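 further: 0% = median of neutral control wells and 100% = median of positive control wells; inhibitors cause a drop in the FAM fluorescence signal; in these data hits start at about 50%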
Xi reactivation = X-chromosome reactivation activator; XiGFP mouse fibroblasts, % GFP-positive cells imaging, 3 d; cells co-treated with 5-aza-dC sensitizer; scaled so ellipticine positive control = 100%; activation, % at 7.58 µM; 360,000 compounds, 0.055% hits; AID 743238;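 active means mean normalized replicate activation at least 10% and every replicate at or above 10%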;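 further: 0% = median of on-plate neutral control wells and 100% = ellipticine 6 µM median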
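Material: XiGFP fibroblasts, SV40-immortalized. Buffer or medium: DMEM plus 5-aza-dC sensitizer. Compound: single concentration per compound, delivered by pin transfer. Times: 3 days compound exposure. Controls: ellipticine 6 µM.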
The depositor's hits bear a star; / = not tested or not shown; & = joins results of further samples.

SMILES | esBAF inh | ERAP1 HTS inh | CFTR F508del cor | INS-1E GSIS act | ARNT TACC3 PPI | RAD52 anneal inh | RAD54 branch | Xi reactivation
CCC(C)N(C(=O)CSc1ncnc2c1cnn2-c1ccccc1)C1CCS(=O)(=O)C1 (centres undefined) | / | -3 | -1.9 | 11 | -1 | -7 | / | 1.9
Cc1ccc(S(=O)(=O)CCC(=O)OCC(=O)N(C)C2CCS(=O)(=O)C2)cc1 (centres undefined) | / | 2 | 0.6 | 11 | -4 | -18 | / | -0.1
CC(=O)Nc1ccc(S(=O)(=O)Nc2cc([N+](=O)[O-])ccc2C)cc1 | -7 | 1 | 2.6 | 10 | 1 | -6 | / | 0.0
CCN(CC(=O)Nc1ccc(OC)cc1)C(=O)COc1cccc2c1OC(C)(C)C2 | -4 | 0 | -0.4 | -17 | / | 0 | 4 | 0.5
CC1CCN(C(=O)CSc2nc3ccccc3c(=O)[nH]2)CC1 | / | -1 | -0.3 | -4 | 3 | -24 | / | 0.1
Cc1cccc(NC(=O)C(C)OC(=O)CNC(=O)C2CCCCC2)c1 (centres undefined) | 0 | 15 | -0.9 | 11 | / | -10 | -6 | 0.0
O=C1CN(C(=O)CSc2nc3c(cnn3-c3ccccc3)c(=O)[nH]2)c2ccccc2N1 | 2 | 3 | 0.2 | -3 | 1 | -23 | -1 | 0.1
C[C@H]1CN([C@@H](C)CO)C(=O)c2cc(NC(=O)Nc3ccccc3)ccc2O[C@H]1CN(C)C(=O)Nc1ccc(F)cc1 | 4 | -2 | -0.1 | -18 | -3 | -24 | -9 | -1.3
O=C(Nc1nnc(-c2ccccc2)o1)c1nc2ccccc2s1 | -1 | 1 | -1.1 | / | 18 | 9 | 2 | 0.0
CN(CC(=O)Nc1ccc(F)c(F)c1F)C(=O)Cn1cnc2c1c(=O)n(C)c(=O)n2C | 1 | -1 | -3.4 | 8 | / | -2 | / | -0.3
O=C(NCc1ccc2c(c1)OCO2)c1ccc(Br)o1 | 10 | -2 | 5.1 | -7 | -2 | -17 | -12 | 0.0
O=C(O)C[C@H]1C[C@@H]2c3cc(NC(=O)C4CCC4)ccc3O[C@@H]2[C@H](CO)O1 | 3 | -1 | 1.4 | 5 | -6 | 2 | 2 | 0.0
COc1ccc(S(=O)(=O)Nc2cccc3c2O[C@@H](CN(C)C(=O)NC2CCCCC2)[C@H](C)CN([C@@H](C)CO)C3=O)cc1 | 2 | 1 | -2.4 | 1 | -9 | -3 | 1 | 0.2
Cc1noc(C)c1S(=O)(=O)Nc1ccc2c(c1)C(=O)N([C@H](C)CO)C[C@H](C)[C@H](CN(C)C(=O)Nc1ccc(C(F)(F)F)cc1)OCCCC[C@@H](C)O2 | -5 | 2 | 2.4 | 15 | 5 | -33 | -5 | 0.2
N/C(=N\OC(=O)c1ccc(=O)n(Cc2ccc(Cl)cc2)c1)c1ccccn1 | -6 | -4 | -0.4 | -1 | 10 | -18 | -8 | 0.4
C[C@H]1CN([C@@H](C)CO)C(=O)CCCn2nncc2CO[C@@H]1CN(C)Cc1ccc(C(=O)O)cc1 | -3 | 0 | 2.0 | 21&0 | / | -8 | -1 | 0.2&0.2
CCN(CC)C(=O)CSc1ncccc1-c1nc2ccccc2[nH]1 | -13 | / | -0.8 | 1 | -6 | -1 | 7 | 0.1
Cc1ccc(N2CC(NC(=O)N3CCN(C(=O)c4ccco4)CC3)CC2=O)cc1 (centres undefined) | 0 | 1 | 3.6 | 37 | -8 | -3 | 5 | 0.3
O=C1C2C3CCCC3=C3CCCC3C2C(=O)N1c1ccc(F)cc1 (centres undefined) | -8 | / | / | -18 | -1 | / | 4 | /
O=c1[nH]c(CN2CCN(S(=O)(=O)c3ccc4ccccc4c3)CC2)nc2ccccc12 | / | 2 | 3.7 | 13 | 1 | -27 | / | 3.6
O=C(O)C12CC3CC(C1)CC(n1ncc(N4CCN(c5ccccc5)CC4)c(Cl)c1=O)(C3)C2 | -4 | / | / | 33 | 5 | / | 1 | 0.2
CC(=O)Nc1ccc(S(=O)(=O)N2CCN(CCc3ccccc3)CC2)cc1 | -4 | -3 | -3.0 | -11 | -1 | 11 | 3 | 0.1
C[C@H]1CN([C@@H](C)CO)C(=O)CCCn2cc(nn2)CO[C@H]1CN(C)Cc1ccccc1C(=O)O | 2 | -3 | 0.1 | 1 | -3 | -14 | 7 | 2.1
O=C(COC(=O)C1CCN(S(=O)(=O)c2cccs2)CC1)Nc1ccccc1 | -4 | -3 | 1.7 | 6 | -4 | -12 | 1 | 0.0
O=C(/C=C/c1cccc(Cl)c1)NCc1ccncc1 | / | -4 | / | -10 | -2 | -16 | 2 | 0.1
O=C1CSc2ccc(S(=O)(=O)NCc3ccc(F)cc3)cc2N1 | 2 | 1 | 0.8 | 14 | 3 | -27 | 2 | 0.1
C[C@@H]1CN([C@H](C)CO)C(=O)c2cc(NS(=O)(=O)c3ccccc3)ccc2O[C@@H]1CN(C)S(=O)(=O)c1ccc(F)cc1 | -2 | / | -1.8 | -9 | / | / | / | 0.1
COc1cc(CCC(=O)OCC(=O)Nc2ccc3c(c2)OCO3)cc(OC)c1OC | -3 | 2 | 0.7 | 16 | 4 | -5 | / | 0.2
O=S(=O)(c1ccccc1)c1nc(-c2ccccc2)oc1N1CCCC1 | 1 | 4 | -0.8 | -9 | -5 | -17 | 9 | 0.4
Cc1noc(C)c1S(=O)(=O)Nc1ccc2c(c1)CC(=O)N([C@@H](C)CO)C[C@@H](C)[C@H](CN(C)Cc1ccc(C(=O)O)cc1)O2 | -3 | 1 | 1.8 | 12 | -1 | -6 | 4 | 0.3
CCC(=O)N1CCCCN2[C@H](CO)[C@H](c3ccc(C#Cc4cccnc4)cc3)[C@H]2C1 | -3 | 1 | 0.4 | 17 | -7 | -3 | 4 | 0.1
Cc1nc2ccccn2c1C(=O)N=Nc1c(O)[nH]c2ccccc12 | / | / | / | 40 | -3 | / | -3 | -0.1
Cc1ccc(S(=O)(=O)N2[C@@H](c3ccccc3)C(C(=O)O)=CC[C@H]2c2ccc(Cl)c(Cl)c2)cc1 | -3 | / | 4.7 | 7 | 0 | -7 | -1 | -0.2
COc1ccc(CNC(=O)c2ccc(S(=O)(=O)N3CC(C)CC(C)C3)cc2)cc1OC (centres undefined) | -1 | -5 | 5.0 | -40 | 17 | -20 | 2 | 0.0
COc1ccc(CNC(=O)C(NS(=O)(=O)c2cccc3nsnc23)C(C)C)cc1 (centres undefined) | -5 | -2 | 1.7 | 12 | 2 | -13 | -3 | 0.0
O=[N+]([O-])c1ccc2c(c1)C(=NO)c1cc(F)ccc1-2 | / | 4 | 0.9 | 7 | 0 | 9 | / | -0.1
CC[C@]12c3[nH]c4cc(-c5ccco5)ccc4c3CCN1C(=O)[C@@H](CC(=O)NCCN1CCOCC1)C[C@@H]2C(=O)N1CCN(C(=O)C2CC2)CC1 | 1 | 2 | -0.8 | 3 | 2 | 0 | -10 | 0.5
Cc1ncc([N+](=O)[O-])n1CC(=O)Nc1cc(Cl)ccc1Cl | 0 | 0 | 0.3 | 16 | -6 | -15 | 2 | 0.0
COc1cccc([C@@H]2CC=C(C(=O)O)[C@H](c3ccc(C)cc3)N2S(=O)(=O)c2ccc(C)cc2)c1 | 0 | 1 | 3.9 | -6 | 1 | -9 | -15 | -0.1
CCN(CC)CC(=O)Nc1cc(N(C)C)nc2ccccc12 | / | 0 | 0.8 | -13 | 26 | 31 | 51* | 0.0
C=CCC1c2cccc(C(=O)O)c2C(=O)N1c1cccc(OC)c1 (centres undefined) | / | -9 | 0.2 | 16 | -5 | 4 | -19 | 0.1
COc1ccc(N2CCN(C(C)C(=O)N3CCc4ccccc43)CC2)cc1 (centres undefined) | 4 | 1 | -1.2 | 0 | 10 | -6 | -7 | 0.1
CC(=O)N1CCN(CC(=O)NC(=O)Nc2ccc3c(c2)OCCO3)CC1 | -8 | -2 | -1.2 | 6 | 11 | -9 | 7 | 0.0
C[C@@H]1CCCCO[C@@H](CN(C)Cc2ccc(C(F)(F)F)cc2)[C@H](C)CN([C@@H](C)CO)C(=O)c2cc(NC(=O)Nc3ccc4c(c3)OCO4)ccc2O1 | 7 | -3 | -2.7 | 16 | -4 | -10 | -6 | 0.2
CCS(=O)(=O)N1CC(=O)N2[C@@H](CO)[C@@H](c3ccc(C#CC4CCCCC4)cc3)[C@@H]2C1 | / | 2 | 1.2 | -6 | / | 6 | / | 0.0
CC1CCCCC12NC(=O)N(CC(=O)NC1CCCc3ccccc31)C2=O (centres undefined) | / | 3 | / | 9 | -3 | 4 | / | -0.2
Cc1cc(=O)[nH]c(N/N=C/c2c[nH]c3ccccc23)n1 | 5 | -2 | 1.0 | -10 | 39 | -10 | / | 0.0
COC(=O)COc1cccc(NS(=O)(=O)c2cccc([N+](=O)[O-])c2)c1 | / | -8 | -0.2 | -3 | 1 | -19 | / | 0.0
COc1ccc(C)cc1-n1nnnc1SCC(=O)NC1CC1 | -2 | 0 | -2.0 | -4 | 0 | -1 | 5 | 0.0
Cn1c(=O)oc2cc(S(=O)(=O)Nc3ccc(C(=O)O)cc3)ccc21 | -9 | 0 | -0.3 | 20 | / | -23 | -1 | 0.2

Three compounds out of the list, ordered by molecular weight, descending.
SMILES | esBAF inh | ERAP1 HTS inh | CFTR F508del cor | INS-1E GSIS act | ARNT TACC3 PPI | RAD52 anneal inh | RAD54 branch | Xi reactivation
CCS(=O)(=O)N1CC(=O)N2[C@@H](CO)[C@@H](c3ccc(C#CC4CCCCC4)cc3)[C@@H]2C1 | / | 2 | 1.2 | -6 | / | 6 | / | 0.0
Cn1c(=O)oc2cc(S(=O)(=O)Nc3ccc(C(=O)O)cc3)ccc21 | -9 | 0 | -0.3 | 20 | / | -23 | -1 | 0.2
C=CCC1c2cccc(C(=O)O)c2C(=O)N1c1cccc(OC)c1 (centres undefined) | / | -9 | 0.2 | 16 | -5 | 4 | -19 | 0.1

Other compounds.
SMILES | esBAF inh | ERAP1 HTS inh | CFTR F508del cor | INS-1E GSIS act | ARNT TACC3 PPI | RAD52 anneal inh | RAD54 branch | Xi reactivation
C[C@H](CO)N1C[C@H](C)[C@H](CN(C)Cc2ccc(C(=O)Nc3ccccc3N)cc2)Oc2ccc(NS(=O)(=O)c3ccc(F)cc3)cc2CC1=O | -15 | 1 | 1.5 | 5 | -3 | 12 | -5 | 0.6
COc1ccc(NC(=O)C2CCCCN2N)cc1OCC(C)C (centres undefined) | 18 | -2 | 3.5 | 35 | 4 | -4 | 12 | /
CSCCC(NC(=O)c1ccccc1Cl)C(=O)NNC(=O)c1csc(N2CCOCC2)n1 (centres undefined) | 0 | -2 | 0.7 | 10 | -5 | -10 | 4 | 0.0
CC(C)Oc1ccc(CNC(=O)Oc2ccccc2)cc1 | -3 | 3 | 0.2 | -1 | -5 | 3 | 4 | 0.0
CC(=O)Nc1nnc(SCC(=O)Nc2ccc(N3CCOCC3)c(Cl)c2)s1 | / | 5 | 0.5 | 8 | 2 | -14 | 15 | 0.0
Cc1ccccc1NCc1ccc([N+](=O)[O-])s1 | 2 | -1 | 1.3 | -3 | 7 | -7 | -7 | -0.1
CC1=CC(C)(C)N(C(=O)CCl)c2ccccc21 | / | 1 | 2.1 | 1 | -3 | -13 | / | 0.0
Cc1ccc(C(=O)NCC(=O)OCCCn2c(=O)[nH]c3ccccc32)cc1C | -2 | 9 | 0.4 | 0 | / | -11 | 0 | 0.2
COc1ccc(OCCCC(=O)NCCc2nc3ccccc3[nH]2)cc1 | / | -1 | -1.0 | 4 | -8 | -8 | / | 0.0
O=S(=O)(N[C@H]1CC[C@H](CCn2cc(C3(O)CCCC3)nn2)O[C@H]1CO)c1ccc(Cl)cc1 | 18 | 3 | 2.9 | -2 | 32 | -43 | 1 | 0.0
